# Ins promoter up = MIN6 insulin promoter up-regulation; MIN6 insulin promoter-GFP reporter, high-content imaging; hits give high values; z-score at 5 µM; 0.3% of 190,000 active; AID 1625;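 active = z-score above 3 at 5 µM with at least 500 cells counted in the well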
# Dynein transport = blocks dynein driven cargo transport along microtubules. 3617.4 mouse cells, GR-EGFP nuclear translocation imaging; test concentration mostly 20 µM; stimulated with dexamethasone, 1 µM; hits give low values. z-score, hits read low. 0.47% of 220,000 active. AID 1381;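 active = plate z-score of nuclear minus cytoplasmic receptor signal below a set negative limit, without overly bright fluorescence or cell loss, cut at about -3.5 in these data, passing the limit was not always enough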;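 also: z-score of nuclear minus cytoplasmic ring GR-EGFP intensity difference per well; some compounds called inactive have numbers as strong as hits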
#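 medium = tetracycline-free induction medium containing charcoal-stripped FBS | probe or stimulus = dexamethasone, 1.0 µM final | timing = 48 h induction, then 1 h compound, then 30 min agonist, 37 °C | detection = automated 10x imaging of fixed Hoechst-stained cells | read-out basis = nuclear versus cytoplasmic GR-EGFP signal, averaged per well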
# MT stabilizer = microtubule stabilizers in HeLa cells; AID 2205; 0.83% of 200,000 active; % tubulin-high responders, % at 10 µM; HeLa tubulin immunostaining HCS, 24 h; share of cells brighter than vehicle mean+2SD;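 active = plate Z-score above 3 for both tubulin-high and condensed-nucleus cell shares, with cell loss under 80%, at 10 µM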;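 also: anti alpha tubulin signal scored within the nucleus-defined area of each cell; some results filed as inactive read as strong as hits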
# WT yeast gro inh = growth inhibition of WT yeast, mitochondrial fusion screen. mitochondrial fusion phenotypic screen, WT strain. inhibition, % at 10 µM. AID 1362. 2.1% of 190,000 active; in the data active = inhibition above about 58%; tested in S. cerevisiae
# b-catenin transl = beta-catenin nuclear translocation modulation. HeLa beta-catenin nuclear translocation, immunofluorescence imaging. 0.3% of 190,000 active. nuclear translocation activity, % at 5 µM;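 active = nuclear translocation activity above 50% at 5 µM, with a well cell count of 50 or more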;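 also: per-cell ratio of nuclear to cytoplasmic median beta-catenin stain intensity; plate controls were DMSO negative control for no effect and GSK-3 inhibitor IX positive control for full effect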
#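 Signal – beta-catenin immunofluorescence imaging with DAPI · Test system – human HeLa cell line · Dosing – 5 µM primary single dose, 0.1% DMSO, 0.02–20 µM confirmation series · Measure – % activation, nuclear-to-cytoplasmic median beta-catenin signal ratio per cell · Incubation – 24 h compound exposure at 37°C, 5% CO2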
# Lipid droplet = modulators of hepatic lipid droplet formation; 0.4% of 240,000 active; inhibition, % at 6.5 µM; AML12 mouse hepatocytes, oleate lipid droplets, BODIPY imaging;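 active = lipid droplet intensity inhibited by at least 50%, with more than 500 cells counted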
#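 System: AML12 hepatocytes (mouse). Probe or stimulus: oleic acid at 100 µM to induce lipid droplet formation. Times: overnight treatment with compound plus oleate. Detection: Image-based BODIPY and DAPI two-channel analysis. Evaluation: percent inhibition of filter-corrected integrated lipid droplet intensity per well.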
# HEK293 NOD2/NF-kB = inhibition of NOD2-driven NF-kB reporter – cell-based, luminescence, uHTS, HEK293 (AID 1566). 0.63% of 290,000 active. HEK293 NOD2/NF-kB luciferase reporter, luminescence; higher % means a stronger effect. inhibition, % at 4 µM, or EC50 in µM where a hit was titrated; in the data active = inhibition above about 50%; also: many of its hits are not listed in these tables
# Yfh1-off respiration = mitochondrial function rescue without frataxin homolog – Friedreich's ataxia, plus single-dose screen, dose response (AID 1465). S. cerevisiae Yfh1-off respiration, WST-1 reduction, 72 h; higher fold induction means a stronger effect. one-dose fold induction at 50 µM; EC50 in µM for titrated hits. 0.074% of 220,000 active;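 active = fold induction of absorbance versus untreated yeast above a set limit, then at least 30% activation at any dose in follow-up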;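 also: activators that raise dye reduction in frataxin-depleted yeast; strong numbers were not always called active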
# Autophagy HCS = modulators of autophagy. 0.98% of 190,000 active. calls only at 10 µM (by protocol). MEF GFP-LC3 puncta imaging; test concentration mostly 10 µM;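 active = percentage of spot-positive cells more than 3 SD above its plate mean, without a fluorescence outlier flag or 80% toxicity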;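 also: spot-positive cell cutoff set from DMSO-treated cells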
# WT yeast gro inh mutant strain = second read-out of WT yeast gro inh, no call of its own (marks repeat the call); inhibition, %; mitochondrial fusion phenotypic screen, mutant strain inhibition
# Dynein transport cytoplasmic EGFP = second read-out of Dynein transport, no call of its own (marks repeat the call); z-score; measured here: cytoplasmic GR-EGFP intensity; hits give high values
# Dynein transport nuclear GR-EGFP = second read-out of Dynein transport, no call of its own (marks repeat the call); z-score; measured here: nuclear GR-EGFP intensity;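 lower value marks the stronger effect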
# Dynein transport cell count = recorded beside Dynein transport, whose call it bears; z-score; measured here: cell count per field
# Ins promoter up cell count = further read-out of Ins promoter up, marked with its call; cell count; measured here: cytotoxicity, nuclei count;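 total cells summed across four imaged fields per well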
# Lipid droplet cells 6.5 µM = second read-out of Lipid droplet, no call of its own (marks repeat the call); cell count; measured here: cell count, cytotoxicity flag;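 cells counted across two imaged fields per well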
# b-catenin transl cell count 5 µM = second read-out of b-catenin transl, no call of its own (marks repeat the call); cell count; measured here: cell count, cytotoxicity flag
# MT stabilizer Hoechst-high % = further read-out of MT stabilizer, marked with its call; % Hoechst-high responders; measured here: nuclear condensation Hoechst responders;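 share of cells brighter than vehicle mean plus two SD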
# MT stabilizer cytotoxicity % = also measured in MT stabilizer; calls as there; toxicity, %; measured here: cytotoxicity by cell density;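 0% = mean cell density of plate MIN control wells and 100% = no cells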
# Autophagy HCS cell loss 18 h = recorded beside Autophagy HCS, whose call it bears; toxicity, %; measured here: cell loss, nuclei count;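 cell loss after 18 h compound exposure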
# Active calls of the source: *; i = inactive; . = no result given.
SMILES,Ins promoter up,Ins promoter up cell count,Dynein transport,Dynein transport cytoplasmic EGFP,Dynein transport nuclear GR-EGFP,Dynein transport cell count,MT stabilizer,MT stabilizer Hoechst-high %,MT stabilizer cytotoxicity %,WT yeast gro inh,WT yeast gro inh mutant strain,b-catenin transl,b-catenin transl cell count 5 µM,Lipid droplet,Lipid droplet cells 6.5 µM,HEK293 NOD2/NF-kB,Yfh1-off respiration,Autophagy HCS,Autophagy HCS cell loss 18 h
CC(O)CNc1nc2ccccc2n1CC(=O)NCC(F)(F)F (stereo not drawn),-0.69,1443,0.0489,-0.189,-0.291,0.57,4.8,1.8,6.6,-2.7,2.0,0.0,1059,-5.0,648,2.1%,i,i,9.9
COc1cc(OC)cc(C(=O)Nc2ccc(-c3nc4ccccc4o3)c(O)c2)c1,-0.23,1486,-0.185,-0.331,-0.00369,0.107,11.6,5.9,8.3,5.3,18.8,0.2,1308,.,.,13.5%,i,i,-5.8
COc1ccc(-n2c(SCC(=O)N3CCCC(C)C3)nnc2-c2cccnc2)cc1 (stereo not drawn),-0.23,1080,-0.655,-0.202,-0.0643,0.0246,6.3,3.1,8.4,4.5,3.1,-0.2,1121,.,.,-2.0%,.,i,-12.5
CCOc1ccc(-c2nnn(CC(=O)N3CCN(c4ccc(F)cc4)CC3)n2)cc1OCC,0.66,1261,-1.18,-0.16,-0.37,0.0749,3.6,2.6,8.5,8.8,-33.2,.,.,-1.6,627,9.7%,i,i,-0.2
Cc1noc(C)c1CSc1ncnc2sc3c(c12)CCCCC3,0.14,1236,1.48,-0.211,1.77,-1.13,3.7,3.4,5.7,42.0,-8.8,-3.0,558,27.0,625,12.3%,i,i,-5.6
COc1ccccc1N1CCN(C(=O)c2ccc3c(Cl)c4c(nc3c2)CCCC4)CC1,0.73,1163,-1.78,0.0635,-0.506,0.248,5.4,1.7,11.2,46.6,1.6,-2.8,598,9.0,687,0.3%,i,i,-4.8
Brc1ccc(/C=N/Nc2nncc(-c3ccccc3)n2)o1,-0.11,1157,1.68,-0.181,0.824,-1.2,3.4,2.2,10.3,0.0,-25.7,-5.6,1131,6.3,663,-10.1%,i,i,-5.4
COc1ccccc1Cn1c(=S)[nH]c2cc(C(=O)N3CCN(C)CC3)ccc2c1=O,.,.,-0.763,-0.276,-0.0521,1.07,3.9,1.8,9.5,2.0,-9.1,.,.,.,.,13.2%,i,i,11.9
COc1cccc(CC2(CO)CCCN(C(=O)c3cc[n+]([O-])cc3)C2)c1 (stereo not drawn),1.03,1399,-0.11,-0.279,0.0609,0.661,3.4,2.0,5.3,1.8,0.0,-2.7,1148,-3.7,693,1.4%,i,i,13.3
O=c1c2nnn(Cc3ccccc3)c2ncn1-c1ccccc1,-0.23,1247,-0.221,-0.0964,0.0637,-2.94,1.8,2.0,5.5,4.9,8.9,.,.,2.1,730,-9.4%,i,i,-1.5
Cc1cc(C)n2nc(C(=O)N/N=C/c3ccc(Cl)cc3)nc2n1,0.37,1292,0.589,-0.243,-0.0652,0.477,3.7,1.8,1.3,15.8,20.2,1.8,1072,5.4,713,6.8%,i,i,12.6
CCn1cc(C(=O)N2CCc3ccccc32)c(=O)c2cc(S(=O)(=O)N3CCCCCC3)ccc21,-0.08,916,-0.186,0.0606,0.122,0.208,2.4,1.2,8.1,9.2,3.7,.,.,8.1,794,-6.5%,i,i,-6.2
Cc1nc(-c2cc(C#N)c(Sc3cccc(C(F)(F)F)c3)nc2C)cs1,-0.12,1058,0.313,-0.191,0.221,-0.535,.,.,.,.,.,0.3,1340,24.0,772,11.1%,i,.,.
COc1ccc(NS(=O)(=O)c2cccs2)cn1,-0.73,1724,-0.829,-0.201,-0.723,0.873,2.0,1.8,6.2,8.5,23.0,-0.6,1099,5.5,673,15.4%,i,i,7.4
CCOCCCNC(=O)C(NC(=O)CNC(=O)c1ccccc1)c1ccccc1 (stereo not drawn),-1,831,-0.431,-0.28,-0.235,1.11,1.5,1.6,18.5,-4.2,-8.5,1.1,1158,-4.7,712,3.2%,i,i,-1.7
O=[N+]([O-])c1cc(C(F)(F)F)ccc1N1CCCC(O)C1 (stereo not drawn),0.32,1535,-0.539,-0.255,0.292,0.377,5.5,2.6,10.2,3.8,14.9,-6.7,1045,14.7,665,16.4%,i,i,6.7
CC(=Nc1ccc(C)c(C)c1)C1=C(O)CSC1=O,-0.08,971,1.32,-0.163,0.809,-0.656,4.2,1.4,4.8,18.6,10.8,-2.6,1134,.,.,-84.2%,i,i,-5.0
Cn1ccnc1SCC(=O)c1cc2ccccc2o1,0.12,1091,-0.761,0.0228,-0.264,-0.0348,3.5,4.1,4.7,0.1,-2.4,0.1,1182,.,.,-35.2%,i,i,8.2
Nc1ncn(C(=O)c2ccco2)n1,-0.3,1286,-0.054,-0.108,0.381,0.0572,2.3,3.0,10.3,-3.9,-13.7,-2.9,1035,.,.,-8.6%,.,i,-2.8
Cc1ccc(C(C(=O)NC2CCCCC2)N(Cc2cccnc2)C(=O)C2COc3ccccc3O2)o1 (stereo not drawn),0.12,1290,-0.503,-0.126,0.174,-0.001,2.1,2.4,11.3,-11.0,19.2,-1.3,844,.,.,-6.4%,i,i,-50.3
COc1cc(-c2csc(N3CCOCC3)n2)cc(OC)c1OC,-0.42,1232,-0.423,-0.191,-0.331,0.0246,1.1,0.6,1.4,3.0,7.2,-6.3,853,.,.,1.0%,i,i,-2.6
COc1cccc(-c2cc(C(=O)Nc3ccc(OC)c(OC)c3)no2)c1,-0.19,1364,0.0364,-0.211,0.18,-0.161,2.4,2.0,3.6,-34.4,-46.6,0.4,834,.,.,18.8%,i,i,4.7
CCn1c(N2CCN(C(=O)NC3CCCCC3)CC2)nc2ccccc21,-0.05,1195,0.767,-0.236,0.0916,-0.509,3.1,1.9,5.5,-2.3,-14.3,-1.5,1165,1.1,689,3.5%,i,i,1.0
COc1cccc(-n2cc3c(=O)n(C)c(=O)n(C)c3c2)c1,-0.3,1188,-1.09,-0.134,-0.444,1.02,4.4,2.9,8.4,3.3,-1.0,-2.3,947,.,.,-14.7%,i,i,-2.5
CC1(C)C2CCC1(C)C(OC(=O)CCn1ccnc1)C2 (stereo not drawn),-0.33,1250,-0.264,-0.0708,0.111,-0.117,4.9,1.6,10.9,-4.4,-8.8,0.3,1099,1.7,756,5.3%,i,i,7.0
# Next records.
SMILES,Ins promoter up,Ins promoter up cell count,Dynein transport,Dynein transport cytoplasmic EGFP,Dynein transport nuclear GR-EGFP,Dynein transport cell count,MT stabilizer,MT stabilizer Hoechst-high %,MT stabilizer cytotoxicity %,WT yeast gro inh,WT yeast gro inh mutant strain,b-catenin transl,b-catenin transl cell count 5 µM,Lipid droplet,Lipid droplet cells 6.5 µM,HEK293 NOD2/NF-kB,Yfh1-off respiration,Autophagy HCS,Autophagy HCS cell loss 18 h
CCOC(=O)C1(C)/C(=N/Nc2ccc(S(N)(=O)=O)cc2)C(=O)C(=O)N1c1ccccc1 (stereo not drawn),0.45,1226,0.166,-0.312,-0.433,0.792,2.1,2.2,6.6,-0.8,-13.7,-0.6,1052,9.0,677,11.9%,i,i,-7.5
O=S(=O)(N1CCOCC1)n1cnc2ccccc21,1.79,922,-1.28,-0.128,-0.683,1.09,1.6,1.7,6.0,1.5,7.7,-1.1,938,17.9,800,-15.2%,i,i,6.9
CCOC(=O)C1=C(c2ccccc2)OC(N)=C(C#N)C1C(C)C (stereo not drawn),0.63,1244,-0.258,-0.185,0.0378,0.547,2.7,1.4,3.6,-1.7,-37.4,-0.8,973,.,.,22.2%,i,i,-5.7
O=C(O)Cc1ccccc1C(=O)O,0.22,1306,0.665,-0.228,-0.432,0.488,3.2,1.4,9.7,1.6,7.8,.,.,7.6,706,-7.1%,i,i,-0.4
COc1ccc(/C=C(\NC(=O)c2cccs2)C(=O)N2CCOCC2)cc1OC,-0.04,1168,-0.253,-0.254,-0.113,0.719,4.8,2.2,7.3,-2.1,6.9,6.8,437,1.8,644,18.5%,i,i,-7.5
Cc1nn(CC(=O)Nc2ccc3c(c2)nc(CN2CCCC2)n3C)c(=O)c2ccccc12,-0.36,1198,-0.453,-0.14,-0.86,0.247,2.8,1.0,4.4,-4.8,2.0,-0.6,1113,-11.1,734,13.3%,i,i,-5.2
CC1=NN(c2nc(-c3ccc(Cl)cc3)cs2)C(=O)C1,0.23,1411,-0.222,-0.212,0.321,0.552,2.9,1.5,4.3,-28.8,-13.6,1.1,1448,.,.,18.7%,i,i,25.8
COC(=O)[C@@H]1CC[C@H](C)[C@@H](c2ccc(C)cc2)N1C(=O)c1ccc(/C=N/OC[C@@H](O)[C@H]2O[C@@H]3OC(C)(C)O[C@@H]3[C@H]2O)cc1,-1.47,631,0.519,-0.195,0.571,0.192,1.8,2.9,11.6,-3.6,-12.6,-6.0,619,-0.1,677,17.7%,.,i,-13.3

# Not all compounds are listed. The share of hits here may be higher or lower than overall.
